Screening results: PubChem, National Center for Advancing Translational Sciences (NCATS)
A549 tox: A549 cytotoxicity, counter-screen for Nrf2 inhibitors; Potency, µM (titrated, usually from 46 µM), inactives show at the highest dose activity change, negative = cytotoxicity, actives largely listed as inhibitors; A549 ARE-Fluc cells, CellTiter-Fluor viability, 18-24 h; 390,000 compounds, 0.16% hits; further: potency means the concentration at half of the fitted maximal effect; on the % scale 0 is the no-effect control and ±100 the full control effect
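A549 ARE-Fluc cells in 5% FBS OPTI-MEM, 5000 cells/well, rested 2 h then exposed to compounds in concentration-response for 18-24 h at 37 °C. Viability by CellTiter-Fluor fluorescence (Ex 405/Em 525) after 30 min; luciferase luminescence (BugLite, 15 min, RT) read afterwards.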
Nrf2 ARE act: activates Nrf2 signaling. AREc32 ARE-luciferase reporter (MCF7-derived line), luminescence, 24 h. Potency, µM (series often up to 46.1 µM), for the others: top-dose activation, hits mostly activators. 410,000 compounds, 0.31% hits. AID 624171; further: potency means the concentration at half of the fitted maximal effect; % of control where 0% means no effect; nearly all actives have a fitted effect of over 65% in size
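AREc32 cells carrying an ARE-driven firefly luciferase reporter were seeded at 1000 cells/well in OPTI-MEM with 5% FBS, then exposed to compound for 24 hr at 37 deg C. Luminescence was read with Steady-Glo after 30 min at RT.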
HepG2 tox: HepG2 cytotoxicity, counter-screen for TGF-b inhibitors | HepG2 CAGA-GFP viability, ATP luminescence, 18 h | Potency, µM (highest dose often 46.1 µM), for inactives: at the top dose activity change, negative = cytotoxicity, most hits filed as cytotoxic | 410,000 compounds, 0.76% hits; further: potency means the concentration at half of the fitted maximal effect; some results filed as inactive show a strong effect at the top dose
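CellTiter-Glo luminescence gave cytotoxicity after 18 hours at 37 degrees C. The cells were HepG2 CAGA-GFP in 1% FBS DMEM, stimulated with 500 pg/mL TGF-beta after compound addition. %Activity was normalised to no-cell wells (complete cell-killing) and DMSO (no toxicity), and curves were fitted and classified.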
MmCpn inh: inhibitors of Methanococcus maripaludis chaperonin (MmCpn) | purified Mm-Cpn ATPase, ADP Transcreener TR-FRET | Potency, µM (series often up to 76.9 µM), inactives show top-dose activity, negative = inhibition, most hits filed as inhibitors | 330,000 compounds, 0.031% hits | AID 504842; further: potency means the concentration at half of the fitted maximal effect; on the % scale 0 is the no-effect control and ±100 the full control effect; nearly all actives have a fitted effect of over 80% in size
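Measured: ADP formation by purified Mm-CPN. Conditions: 25 nM protein, 10 uM ATP, Tris pH 7.4 with Mg2+, K+ and DTT, 37°C for 30 min. Detection: Transcreener HTRF after 30 min at room temperature.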
TGFb SMAD3 inh: blocks TGF-b signaling. 410,000 compounds, 1.2% hits. HepG2 CAGA-GFP TGF-b/SMAD3 reporter, GFP fluorescence, 18 h; TGF-beta stimulated, 500 pg/mL final. Potency, µM (highest dose often 46.1 µM), inactives show top-dose activity, negative = inhibition, hits mostly inhibitors; further: potency means the concentration at half of the fitted maximal effect; on the % scale 0 is the no-effect control and ±100 the full control effect; nearly all actives have a fitted effect of over 65% in size
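Per well, imaged GFP fluorescence of HEPG2 CAGA-GFP cells gives the signal; cells get compound, then TGF-beta (500 pg/mL final), 18 h at 37 degrees C; %Activity versus -TGF-beta and +DMSO controls.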
ATXN viability: cell viability loss in ATXN counter-screen; S2 cells (HEK-293 line with an ATXN2-luciferase reporter) viability, CellTiter-Fluor protease fluorescence, 24 h; 400,000 compounds, 0.49% hits; Potency, µM (top dose mostly 56.7 µM), hits mostly cytotoxic; further: potency means the concentration at half of the fitted maximal effect; nearly all actives have a fitted effect of over 40% in size
Akt phos inh: inhibitors of Akt phosphorylation; activity change, % for hits at 50 µM; 360,000 compounds, 0.32% hits; Neuro2A IGF-stimulated pAkt S473 HTRF, 20 min; stronger effect = lower value; in the data active means activity change below about -80%; inconclusive means mostly about -51% to -80%; further: on the % scale 0 is the no-effect control and ±100 the full control effect
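Neuro2A cells in DMEM with 0.5% FBS, overnight at 37 deg C, given compound at single 50 µM final, then IGF (6 nM final) for 20 min at 37 deg C. Lysed; phospho-Akt Ser473 by HTRF after 24 h, 665/615 ratio.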
CCT chaperon mod: cytosolic chaperonin activity modulation | activity change, % (test concentration not listed), hits read low | purified chaperonin ATPase assay, HTRF ADP detection, 30 min | 360,000 compounds, 0.3% hits; in the data active means activity change below about -30%; further: on the % scale 0 is the no-effect control and ±100 the full control effect
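First, chaperonin was dispensed at 40 nM or 20 nM final depending on batch activity. Next, compounds were pinned at 76 uM and ATP added at 10 uM. After 30 min at 37 °C, ADP detection reagents ran 30 min at ambient temperature.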
Nrf2 inh: blocks Nrf2 signaling. A549 ARE-Fluc reporter, luciferase luminescence, 18-24 h. Potency, µM (series often up to 46 µM), for inactives: at the top dose activity change, negative = inhibition, most hits filed as inhibitors. 360,000 compounds, 2.1% hits. AID 504444; further: potency means the concentration at half of the fitted maximal effect; on the % scale 0 is the no-effect control and ±100 the full control effect; nearly all actives have a fitted effect of over 60% in size
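In this cell-based qHTS, ARE-driven firefly luciferase in A549 cells reports Nrf2 activity; the luminescent signal after BugLite lysis is the measured value, with a prior CellTiter-Fluor read for cell health.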
Starred values were filed as active, the others as inactive; i = inactive; ? = inconclusive; nt = no result given; & = joins results of further samples; [ ] = another dose, or the depositor's remark. Unless noted, the call rests on the fitted dose curve; in most records, active means well fitted curve in the direction sought with a large enough effect; inconclusive means small, poorly fitted or top-dose-only effect, or another doubt; inactive means no such curve, though single readings can be large; an effect the other way counts as inactive or inconclusive. An unsorted share of the library; 4.4% or so of the library scored in one or more.

Each structure is followed by: A549 tox, Nrf2 ARE act, HepG2 tox, MmCpn inh, TGFb SMAD3 inh, ATXN viability, Akt phos inh, CCT chaperon mod, Nrf2 inh
[1] CC[C@]12c3[nH]c4ccc(Cl)cc4c3CCN1C(=O)[C@@H](CC(=O)NCCC1=CCCCC1)C[C@@H]2C(=O)N1CCN(C(=O)C2CC2)CC1
    ?, 3.4%, 11%, -1%, 1%, i, i, -0.6, ?
[2] Cc1noc(C)c1CSc1ccccc1C(=O)N1CCN(c2ccccc2)CC1
    -1%, 0.1%, -21%, 0%, -3%, i, i, 0.9, -2%
[3] Cc1ccc(S(=O)(=O)N2CCCCC2)cc1C(=O)N(C)CCOc1ccccc1
    -1%, -0.2%, 4%, -1%, -11%, i, i, -1.8, 1%
[4] COc1cccc2c1cc1c(=O)n(CC(=O)NC3CCCCC3)nc(C)n12
    10%&-1%, -0.9%&-0.5%, -15%&-7%, 2%, -4%&0%, i, i, -0.5, 0%&-3%
[5] COC(=O)C1=C(C)N(Cc2cccnc2)C(=O)C1
    nt, 0.0%, -3%, 0%, -12%, i, i, 0.9, -10%
[6] CN1CCN(C(=O)c2ccc3c(c2)OCCO3)CC1
    -4%, 0.2%, 4%, -22%, 2%, i, i, -3.4, 9%
[7] COc1ccc(N2CCN(C(=O)c3ccc(N(C)S(=O)(=O)c4ccc(C)cc4)cc3)CC2)cc1
    -10%, 0.5%, 2%, -1%, -10%, ?, i, -3.0, 18µM*
[8] COc1ccc(N(CC(=O)N/N=C/c2ccc(N(C)C)cc2)S(=O)(=O)c2ccccc2)cc1
    -3%, 1.8%, -16%, -3%, 0%, i, i, -1.5, 10%
[9] Cc1cc(C(=O)N/N=C/c2ccncc2)c(C)o1
    -5%, -0.2%, -26%, 0%, -1%, i, i, 0.6, 11%
[10] Cc1cccc(S(=O)(=O)Nc2ccc(-c3nc4ccc(C)cc4s3)cc2)c1
    17%, 4.1%, -62%, ?, 13µM*, i, i, -0.3, ?

Single records, as listed above. Order of screens: A549 tox, Nrf2 ARE act, HepG2 tox, MmCpn inh, TGFb SMAD3 inh, ATXN viability, Akt phos inh, CCT chaperon mod, Nrf2 inh
CC[C@]12c3[nH]c4ccc(Cl)cc4c3CCN1C(=O)[C@@H](CC(=O)NCCC1=CCCCC1)C[C@@H]2C(=O)N1CCN(C(=O)C2CC2)CC1 reads ?, 3.4%, 11%, -1%, 1%, i, i, -0.6, ?
Cc1ccc(S(=O)(=O)N2CCCCC2)cc1C(=O)N(C)CCOc1ccccc1 reads -1%, -0.2%, 4%, -1%, -11%, i, i, -1.8, 1%

(further entries)
Each structure is followed by: A549 tox, Nrf2 ARE act, HepG2 tox, MmCpn inh, TGFb SMAD3 inh, ATXN viability, Akt phos inh, CCT chaperon mod, Nrf2 inh
[11] CC(=O)c1cc(-c2nc3ccccc3n2C)n(C)c1
    3%, -0.5%, 9%, 0%, -9%, i, i, 1.4, 23%
[12] COc1cc(C)ccc1OCc1cc(C(=O)NCc2ccncc2)no1
    8%, 5.7%, -39%, 0%, 0%, i, i, -5.4, ?
[13] CCOc1ccc(NC(=O)CN(C)C(=O)COc2cccc3c2OC(C)(C)C3)cc1OCC
    2%, -0.7%, 12%, 0%, -8%, i, i, -2.7, -12%
[14] COC(=O)[C@H]1Cc2c([nH]c3ccccc23)[C@H](c2ccccc2)N1
    0%, 0.1%, -26%, 1%, -15%, i, i, 0.7, -27%
[15] O=C(NCc1ccc(Cl)cc1)c1ccc(CNS(=O)(=O)c2ccc(F)cc2)cc1
    -1%, -0.4%, 4%, nt, -2%, nt, nt, nt, nt
[16] O=C(CN1C(=O)S/C(=C\c2cccc(Cl)c2)C1=O)NC1C=CS(=O)(=O)C1 (stereo not drawn)
    1%, 4.8%, 4%, 1%, 7%, i, i, -1.7, 0%
[17] COCCCNC(=O)CS(=O)(=O)Cc1nc(-c2ccccc2C)oc1C
    -3%, 6.0%, -12%, 1%, -10%, ?, i, -3.6, -10%
[18] CONC(=O)Nc1ccccc1[N+](=O)[O-]
    10%, -0.2%, -3%, 1%, ?, i, i, -0.4, 7%
[19] COc1cccc(C(=O)NN2C(=S)N(c3ccccc3)C(=O)C2CC(N)=O)c1 (stereo not drawn)
    -6%, 1.0%, 9%, 2%, 2%, i, i, 0.3, 3%
[20] COc1ccc(N(C2CSC2)S(=O)(=O)c2ccccc2)cc1
    -4%[1.84 µM], -0.2%, -7%, 0%, -1%, i, i, 0.4, -9%
[21] Cc1cccc(NS(=O)(=O)c2cccc(C(=O)N3CCCCCCC3)c2)c1
    -17%, -0.5%, -31%, 0%, ?, i, i, 0.5, 7%
[22] COc1ccc(NC(=O)c2cccnc2Nc2ccc(OC)cc2)cc1
    -12%, -0.3%, -11%, 0%, 9%, ?, i, 0.3, -21%
[23] CCOC(=O)C1CCCN(C(=O)c2cn(CC)c3ccc(S(=O)(=O)N4CCCC4)cc3c2=O)C1 (stereo not drawn)
    10%, -0.2%, -10%, 0%, 4%, i, i, -2.4, 0%
[24] Cc1cccc(NC(=O)C2CCN(S(=O)(=O)c3c(C)noc3C)CC2)c1
    9%, -0.6%, -13%, -3%, 3%, i, i, -19, 12%
[25] c1ccc(CNc2nc(-c3cccs3)nc3ccccc23)nc1
    ?, 0.0%, 3%, 0%, -19%, i, i, -8.0, -9%
[26] Cn1cccc1Cc1nnc(SCC(=O)Nc2ccc(F)cc2)n1-c1ccc(F)cc1
    ?, -0.2%, -52%, 1%, ?, i, i, 2.9, -7%
[27] CCCN(CCC)Cc1cc(=O)oc2ccc3ccccc3c12
    nt, -0.4%, -22%, nt, ?, i, i, 0.2, nt
[28] COc1ccc(NC(=O)CN2C(=O)c3ccccc3S2(=O)=O)cc1S(=O)(=O)N1CCOCC1
    -6%, 0.1%, -14%, 1%, 12%, i, i, 0.8, -3%
[29] CCOc1ccc(N(C(=O)c2snc(C(N)=O)c2N)C(C(=O)NC2CCCC2)c2ccncc2)cc1 (stereo not drawn)
    -12%, 2.0%, -9%, -3%, 3%, i, i, 0.3, 2%
[30] C/C(=N\NC(=O)c1cc(-c2cccs2)nc2ccccc12)c1ccccn1
    ?, 5.4%, -14%, 1%, ?, i, i, 0.0, 2.1µM*

As entered above.
Cc1cccc(NC(=O)C2CCN(S(=O)(=O)c3c(C)noc3C)CC2)c1 in A549 tox is entered as 9%
COc1ccc(NC(=O)c2cccnc2Nc2ccc(OC)cc2)cc1 in HepG2 tox is entered as -11%
Cn1cccc1Cc1nnc(SCC(=O)Nc2ccc(F)cc2)n1-c1ccc(F)cc1 in MmCpn inh is entered as 1%
Cc1cccc(NS(=O)(=O)c2cccc(C(=O)N3CCCCCCC3)c2)c1 in A549 tox is entered as -17%
CCOc1ccc(N(C(=O)c2snc(C(N)=O)c2N)C(C(=O)NC2CCCC2)c2ccncc2)cc1 (stereo not drawn) in Nrf2 inh is entered as 2%

Other results.
Each structure is followed by: A549 tox, Nrf2 ARE act, HepG2 tox, MmCpn inh, TGFb SMAD3 inh, ATXN viability, Akt phos inh, CCT chaperon mod, Nrf2 inh
[31] O=C(NCc1ccccc1)C1c2ccccc2OCC(=O)N1CCCN1CCOCC1 (stereo not drawn)
    nt, 0.2%, nt, nt, nt, i, i, 0.3, nt
[32] O=C(Nc1ccc2c(c1)OCO2)C1CCN(S(=O)(=O)c2ccc3c(c2)OCCO3)CC1
    -7%, 2.2%, -12%, -2%, -15%, i, i, -1.7, ?
[33] CCN1CCCC1CNC(=O)C1CCN(Cc2nc(-c3cccc(Br)c3)oc2C)CC1 (stereo not drawn)
    ?, 4.6%, -112%, -2%, -1%, i, i, 0.2, -3%
[34] CN(C)CCNC(=O)C12CC3(C)CC(C)(CC(C)(C3)C1)C2
    4%, 0.5%, -3%, 1%, 0%, i, i, 0.2, 6%
[35] Cc1ccc(/C(=N/Nc2nc3ccccc3s2)C2=C(O)c3ccccc3C2=O)cc1
    -8%, 2.3%, 4%, -3%, -6%, nt, i, -2.1, -22%
[36] CCOC(=O)C1=NN(c2ccc(Cl)cc2)/C(=C/C2=NCCc3cc(OC)c(OC)cc32)S1
    0%, 2.2%, -9%, -10%, 18%, i, i, 0.8, 18%
[37] O=C(Nc1nncs1)c1cc(S(=O)(=O)N2CCOCC2)ccc1Cl
    0%, 0.2%, 11%, 1%, -1%, i, i, 2.5, 1%
[38] CCCCOC(=O)C1=C(C)Nc2ncnn2C1c1cc(OC)ccc1OC (stereo not drawn)
    -6%, -0.3%, 6%, 2%, -18%, nt, nt, 0.7, 3%
[39] COc1ccc(CNCCC(c2ccc(C)cc2)c2ccco2)cc1 (stereo not drawn)
    -2%, 8.2%, -93%, nt, nt, nt, nt, nt, 12%
[40] COc1ccc(Nc2nc(-c3cccc(OC)c3O)nc3ccccc23)cc1
    -16%, 2.5%, -7%, 1%, -22%, ?, i, -0.3, ?
[41] Cc1ccc(-c2nnc3cccc(Cl)n23)cc1
    -9%, 0.0%, 2%, 0%, -12%, ?, i, -8.3, -11%
[42] CN=c1scc(C)n1/N=C/c1ccc(O)cc1O
    -9%, -0.6%, -17%, -4%, -17%, i, i, -1.7, nt
[43] NS(=O)(=O)c1ccc(CNC(=O)c2cc(-c3cccs3)nc3ccccc23)cc1
    3%, 2.2%, -14%, -6%, -1%, i, i, -0.4, 10%
[44] COc1ccc(S(=O)(=O)Nc2cccc(S(=O)(=O)NC3=NCCC3)c2)cc1[N+](=O)[O-]
    -7%, 0.2%, 16%, 2%, 7%, i, i, -2.0, 2%
